# Source: PubChem (several laboratories)
# Kir21 block = inhibitors of mouse Kir2.1 inward-rectifier potassium channel; 310,000 compounds, 0.85% hits; HEK293-Kir2.1, FluxOR thallium flux fluorescence; stronger effect = lower value; B-score at 10 µM;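 active = fluorescence ratio B-score at or below minus 3 SD of library scores, with starting-brightness B-score within 2 SD, cut at about -4.2 in these data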;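 also: channel flux triggered by added potassium and thallium sulfate stimulus; B-score of peak minus minimum fluorescence over baseline after thallium stimulus; more negative B-score means stronger Kir2.1 block with less thallium influx; some compounds called inactive have numbers as strong as hits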
# Target sequence (P35561 whole entry, looked up): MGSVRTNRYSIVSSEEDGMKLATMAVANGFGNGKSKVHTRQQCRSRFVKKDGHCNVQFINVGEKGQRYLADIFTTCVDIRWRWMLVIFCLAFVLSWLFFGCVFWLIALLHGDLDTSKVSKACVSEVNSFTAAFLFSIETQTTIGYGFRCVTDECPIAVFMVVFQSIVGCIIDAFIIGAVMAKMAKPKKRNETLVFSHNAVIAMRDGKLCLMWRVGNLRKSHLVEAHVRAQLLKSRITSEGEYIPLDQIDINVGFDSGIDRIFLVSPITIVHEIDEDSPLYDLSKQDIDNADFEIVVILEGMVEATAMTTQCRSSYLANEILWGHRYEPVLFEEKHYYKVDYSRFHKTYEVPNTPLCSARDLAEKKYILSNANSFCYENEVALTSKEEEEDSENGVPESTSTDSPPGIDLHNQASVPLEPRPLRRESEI
# STK33 kinase inh = inhibitors of purified STK33 kinase, primary screen, biochemical, ADP-Glo luminescence, homogeneous, cell-free. inhibition, % at 10 µM. 320,000 compounds, 0.073% hits. MBP phosphorylation. Serine/threonine-protein kinase 33 (Homo sapiens), Q9BYT3. AID 2661, 2010;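 active = inhibition at or above 25%, using the most active replicate where run in duplicate; inactive = inhibition below 25%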
# Target sequence (Q9BYT3 whole entry, looked up): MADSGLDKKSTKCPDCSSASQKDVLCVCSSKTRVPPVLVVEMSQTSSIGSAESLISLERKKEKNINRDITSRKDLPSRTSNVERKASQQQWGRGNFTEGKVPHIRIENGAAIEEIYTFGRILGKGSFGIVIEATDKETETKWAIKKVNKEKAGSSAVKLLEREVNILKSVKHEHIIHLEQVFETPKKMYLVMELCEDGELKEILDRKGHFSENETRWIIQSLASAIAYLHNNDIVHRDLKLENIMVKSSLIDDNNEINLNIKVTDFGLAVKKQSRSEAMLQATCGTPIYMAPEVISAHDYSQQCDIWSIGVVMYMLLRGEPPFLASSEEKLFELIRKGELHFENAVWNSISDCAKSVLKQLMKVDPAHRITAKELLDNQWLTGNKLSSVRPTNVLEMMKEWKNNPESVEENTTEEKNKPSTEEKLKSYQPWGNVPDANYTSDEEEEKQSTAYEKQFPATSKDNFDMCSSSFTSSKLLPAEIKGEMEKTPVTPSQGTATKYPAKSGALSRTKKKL
# Active calls of the source: *; . = no result given.
SMILES,Kir21 block,STK33 kinase inh
CCOc1ccc2[nH]c(=O)c(CN(Cc3ccco3)C(CC)c3nnnn3Cc3ccccc3)cc2c1 (stereo not given),0.31,2.8
CCCCNC(=O)Cc1coc2ccc3ccccc3c12,-1.2,-1.8
CC(=O)Nc1ccc(NC2=CC(=O)c3ccccc3C2=O)cc1,-1.8,-0.2
CCCCN(CCCC)C(=O)c1cc2ccccc2c(=O)o1,-1.6,-0.7
CCC(C)c1ccc(O)c(NC(=O)c2cccnc2)c1 (stereo not given),-2,0.0
CN(C)S(=O)(=O)c1cccc(NC(=O)C2Cc3ccccc3CN2C(=O)c2ccco2)c1 (stereo not given),0.63,0.3
CCCc1noc2c1C(c1ccoc1)C(C#N)=C(N)N2 (stereo not given),-0.79,0.5
O=C(O)C(C(=O)/C=C/c1ccco1)=C1SCCS1,2,-1.7
CCN(CC)c1nc2c(s1)C(=O)NCCC2,-1.4,2.9
COc1ccccc1OCC(=O)N(Cc1nnc(-c2ccccc2Cl)o1)C1CC1,-1.4,-0.7
CCN1CCN(C(=O)CN(C)S(=O)(=O)c2ccc(Cl)cc2)CC1,-2.6,-2.9
COc1ccc(CNC(=O)/C=C/C(=O)O)cc1,0.02,-1.5

# Fetched by compound from the entries so far (3):
SMILES,Kir21 block,STK33 kinase inh
CCN(CC)c1nc2c(s1)C(=O)NCCC2,-1.4,2.9
COc1ccccc1OCC(=O)N(Cc1nnc(-c2ccccc2Cl)o1)C1CC1,-1.4,-0.7
CCOc1ccc2[nH]c(=O)c(CN(Cc3ccco3)C(CC)c3nnnn3Cc3ccccc3)cc2c1 (stereo not given),0.31,2.8

# (next part)
SMILES,Kir21 block,STK33 kinase inh
COc1cc(/C=C/C(=O)OCC(=O)N2CCCc3ccccc32)ccc1O,.,-4.7
CC(=O)c1cccc(NC(=O)COc2ccccc2)c1,-0.05,-1.3
Cc1cc2cccc(C)c2nc1SCC(=O)N(C)c1nc(-c2ccccc2)cs1,0.39,0.4
CC(NC(=O)c1ccc(Br)s1)C1CCCO1 (stereo not given),0.09,-0.1
Cc1cc(C)nc(Nc2ncc(O)n2-c2ccc(C)c(C)c2)n1,-0.9,-0.4
CCCN(CC(=O)Nc1ccccc1C)C(=O)C1CCN(C(=O)Nc2ccccc2)CC1,0.78,-0.5
CCN1CCc2c(sc(N)c2C(N)=O)C1,-2.1,-1.2
COC(=O)C1=C(C)N(Cc2ccccc2)C(=NCc2ccco2)N[C@H]1c1cccc(F)c1,.,1.3
CC1Sc2ccc(S(=O)(=O)N3CCC(C(N)=O)CC3)cc2NC1=O (stereo not given),-0.88,-0.1
COc1cc2cc(C(=O)N3CCN(Cc4ccc5c(c4)OCO5)CC3)c(=O)oc2cc1OC,-0.61,-1.1
COc1cc2c(cc1OC)C1C(C(=O)Nc3ccccc3N3CCN(C)CC3)c3ccccc3C(=O)N1CC2 (stereo not given),-1.7,-0.5
N#Cc1c(SCC(=O)Nc2cccc(F)c2)sc2c(O)cc(=O)[nH]c12,1.5,1.5
COc1ccc(-c2c(C(F)(F)F)nn(C)c2NC(=O)c2cccnc2)cc1,-1.1,1.4
O=C(O)c1ccccc1/C=N/n1c(C2CCCCC2)n[nH]c1=S,-0.14,-1.6
Cc1cc(Br)ccc1S(=O)(=O)n1ccnc1C,0.16,-0.9
O=C(CCC(=O)c1ccc(Br)cc1)Nc1ccc(F)cc1,0.46,-2.3
COc1ccc(C)cc1NC(=O)CCNC(=O)c1ccco1,-0.58,0.2
Cc1ccc(S(=O)(=O)N2CCC(=O)N(CCOC(=O)Nc3cccc(Cl)c3)CC2)cc1,0.43,-0.1
O=C(c1ccc(-c2ccccc2)cc1)N1CCN(c2ccccc2F)CC1,0.93,-0.6
Cc1cccc(/C=C/c2onc(C)c2S(=O)(=O)N2CCC(C(=O)NC(C)(C)C)CC2)c1,0.58,-0.6
COC(=O)c1[nH]c2cccc(OC)c2c1NC(=O)CN(C)CC1OCCO1,1.3,-0.3
CCCCN1C(=S)SC(C)(C)C1/[N+]([O-])=C/c1ccc(S(=O)(=O)NC)cc1 (stereo not given),0.37,-2.5
OC1CCCN(CC(O)COC(c2ccccc2)c2ccccc2)C1 (stereo not given),-1.7,-2.7
Cc1nc(C)c(Oc2ccc(Cl)cc2Cl)c(=O)[nH]1,0.09,-1.6

# Reformatted tab-delimited: part of the list above.
smiles	Kir21 block	STK33 kinase inh
CC(=O)Nc1ccc(NC2=CC(=O)c3ccccc3C2=O)cc1	-1.8	-0.2
CCCCN(CCCC)C(=O)c1cc2ccccc2c(=O)o1	-1.6	-0.7
CN(C)S(=O)(=O)c1cccc(NC(=O)C2Cc3ccccc3CN2C(=O)c2ccco2)c1 (stereo not given)	0.63	0.3

# The listing continues.
SMILES,Kir21 block,STK33 kinase inh
O=C(Nc1ccc2c(c1)OCO2)C(c1ccc(Cl)cc1)N1CCC2(CC1)OCCO2 (stereo not given),-0.02,0.1
Cc1ccc(N=C2NC(=O)S/C2=C\c2ccco2)cc1,1.2,0.0
COC(=O)c1ccc(N2CCN(S(=O)(=O)c3ccc(Br)cc3)CC2)c([N+](=O)[O-])c1,0.48,-1.8
COc1ccc(-c2nc(=S)[nH][nH]2)cc1,0.33,1.7
CCOc1ccc(N=Nc2ccc(O)c3ncccc23)cc1,1.7,-0.5
COc1ccc2[nH]c(=O)c(CN(CCCN(C)C)C(=O)Nc3ccc(F)cc3)cc2c1,2,-1.1
O=C(Nc1ccc(NC(=O)C2CC2)nc1)c1cccnc1,-0.4,-4.2
O=C(NCc1cccnc1)C1CC(c2ccccc2O)=NO1 (stereo not given),0.97,-0.9
CCCC(=O)NC(c1ccccc1Cl)c1ccc2cccnc2c1O (stereo not given),0.08,0.2
O=S(=O)(c1ccccc1)c1nc(-c2ccccc2)oc1NCc1cccnc1,0.99,-1.9
Cc1cc(=O)n2c(-c3ccc(Cl)cc3)csc2n1,0.04,-11
O=C(COC(=O)c1ccccn1)Nc1ccc2c(c1)OCO2,-2.4,-1.2
N#Cc1c(NC(=O)CCC(=O)O)sc2c1CCCC2,0.72,-1.0
O=C(O)c1ccc(N2C(=O)CC(N3CCN(c4ccc(Cl)cc4)CC3)C2=O)cc1 (stereo not given),1.1,-1.6
CC(=O)Nc1cccc(N)c1,.,-1.5
Fc1cccc(Nc2nc3ccccc3n3cnnc23)c1,-1.1,-1.1
Oc1ccc(N=Nc2ccc3c(c2)OCCO3)c(O)c1,1.6,3.5
CCN(CC)c1ccc(/C=c2\sc3nnc(-c4ccccc4Cl)n3c2=O)cc1,0.17,-0.4
CCC(=O)c1ccc(OCC(=O)Nc2ccc3nc(C)sc3c2)cc1,-1.8,0.6
O=C(Nc1ccc(S(=O)(=O)Nc2nccs2)cc1)c1ccc(=O)[nH]c1,-2.1,0.0
CCc1c(C)nc2ncnn2c1N1CCCC(C(=O)NCCc2ccccc2)C1 (stereo not given),0.77,-0.9
CCCc1[nH][nH]c(=O)c1C(c1ccc(Br)cc1)C(C#N)C#N (stereo not given),-1.5,1.1
Cn1c(N)c(S(=O)(=O)c2ccc(Br)cc2)c2nc3ccccc3nc21,0.61,-1.7
CCN(CC(=O)Nc1ccccc1C(F)(F)F)C(=O)c1ccc2[nH]c3c(c2c1)CC(C)CC3 (stereo not given),0.68,0.0
Nc1nc(N)c(Cc2ccc(Cl)cc2Cl)c(N)n1,-2.1,-0.8
CC(C)c1ccc(-c2nnc(SCC(=O)NC3CC3)n2C)cc1,0,-2.5
COc1ccc(-c2cc(C(F)(F)F)c3c(N)c(C(=O)NCCSC)sc3n2)cc1,-0.04,0.0
Cc1cccn2c(=O)nc(SCC(=O)N3CCN(c4ccccc4)CC3)nc12,0.9,0.1
Cc1ccc(C(=O)NC(=S)N2CC(C)OC(C)C2)cc1[N+](=O)[O-] (stereo not given),-1.8,-1.5
C/C(=N\NC(=O)c1cc(-c2ccc(O)cc2)nc2ccccc12)c1cccnc1,0.02,0.6
CCCn1cc(CN2CCCC(C(=O)c3cccc(OC(C)C)c3)C2)c(C)n1 (stereo not given),0.01,-0.9
O=C(Nc1ccc2[nH]ncc2c1)c1ccccc1Cl,-0.08,1.0
CCNC(=O)C1CN(S(=O)(=O)c2ccccc2)CCN1S(=O)(=O)c1ccccc1 (stereo not given),-0.63,-1.8
O=C(O)c1ccccc1C(=O)N1CCc2c([nH]c3ccccc23)C1C(F)(F)F (stereo not given),-1.9,-0.4
CC(NC(=O)Nc1ccc(F)cc1F)c1ccncc1 (stereo not given),0.38,-0.1
Cc1cccc(C(=O)OCC(=O)NCc2ccc3c(c2)OCO3)c1C,.,-2.1
CC(C)=CCN1CCN(Cc2ccc(C#CC(C)(C)O)s2)CC1CCO (stereo not given),0.31,0.0
O=C(N/C(=C\c1ccco1)C(=O)N1CCCC(CO)C1)c1ccccc1 (stereo not given),-0.57,0.2
CC(=O)C1=C(C)NC(SCC(=O)c2ccccc2)=C(C#N)C1CC(C)C (stereo not given),-0.08,-1.4
Cc1cccc(-c2cc3nc4c(c(N5CCOCC5)n3n2)CCCC4)c1,-1.2,1.8
CC1(C)Cc2nc(NCCN3CCOCC3)c(C#N)cc2CO1,0.12,-0.9
CCOC(=O)c1ccc(NC(=O)CCOc2ccc(OC)cc2)cc1,-1.3,-0.3
CS(=O)(=O)c1ccc(C(=O)Nc2ccc(S(=O)(=O)N3CCCCC3)cc2)cc1,0.78,.
CC1CCCN(C(=O)CSc2nnc(-c3cccs3)o2)C1 (stereo not given),-0.04,0.6
NC(N)=Nc1ccc(N=C(N)N)cc1,-0.42,-0.2
CSc1nnc2c(n1)OC=Nc1ccc(Br)cc1-2,-0.09,0.0
CCOc1ccc(CCNC(=O)CCc2nc(-c3ccc(OC)cc3)no2)cc1OCC,-0.36,-0.7
O=C1CCN(CCc2ccccc2)CCN1[C@H](CO)Cc1ccccc1,-0.25,-1.1
Cc1nc2ccc([N+](=O)[O-])cc2c(=O)n1Cc1cccc(Br)c1,1.5,.
Cc1cc(N2CCN(S(=O)(=O)c3ccc4ccccc4c3)CC2)n2ncnc2n1,0,-3.0
CCC1CCc2c(sc(NC(=O)c3ccoc3C)c2C(N)=O)C1 (stereo not given),-0.01,0.0
Cc1ccc(NC(=S)N2CCC(c3nc4ccccc4s3)CC2)cc1,-0.06,-1.1
Cc1c(NC(=O)Cc2ccccc2)cccc1C(=O)NN1C(=O)c2ccccc2C1=O,-0.63,-0.7
CCOC(=O)N1CCN(C(=O)Cn2nc(-c3ccc(Cl)cc3)ccc2=O)CC1,-0.8,0.1
COc1ccc(N2CCN(C(=O)CCC(=O)NNc3nc4ccccc4c4nc(C)nn34)CC2)cc1,-1.2,-1.9
CCn1c(N2CCN(C(=O)c3ccco3)CC2)nc2ccccc21,1.7,-1.2
O=C(NCc1ccccc1Br)c1cccc2c1C(=O)c1ccc(-c3ccc(OC(F)(F)F)cc3)cc1S2(=O)=O,.,-1.5
CC(=O)Nc1ccc(NC(=O)CCOc2cc(C)ccc2C)cc1,0.89,4.5
Fc1ccccc1OCCSc1ncnc2nc[nH]c12,-0.2,1.1
O=C(Nc1ccccc1N1CCN(C(=O)c2ccc(Cl)cc2)CC1)c1cc2ccccc2o1,1.8,0.1
# Next entries:
SMILES,Kir21 block,STK33 kinase inh
COc1ccc(CCNc2nc3ccc(C)cc3n3cnnc23)cc1OC,-1.4,-0.9
CSc1nnc(C2CCN(CC(=O)Nc3ccccc3N3CCOCC3)CC2)n1C,-1.1,0.7
C=CCn1c(Oc2ccc(C(=O)OC)cc2)nc2c1c(=O)n(C)c(=O)n2C,-0.59,1.0
COCCNc1nc(C)cc(-c2cc(C(=O)NCc3ccccc3)on2)n1,0.04,-0.1
CCn1cnc2cc(NCc3ccncc3)ccc21,0.22,4.6
COc1ccc(C(CNC(=O)c2ccc(C)c(S(=O)(=O)Nc3ccccc3OC)c2)N2CCCC2)cc1 (stereo not given),-1.4,-0.9
Cc1cccc(C(=O)c2c[nH]cc2-c2ccccc2)c1,-1.1,-0.7
CCc1nc2ccccc2c(C(=O)OCC(=O)Nc2ccc(S(=O)(=O)N3CCOCC3)cc2)c1C,0.51,0.3
N/C(=N\OC(=O)/C=C/c1ccccc1Cl)c1ccccn1,0.98,-0.3
COc1ccc(C(=O)N2CCc3c([nH]c4ccccc34)C2C(F)(F)F)cc1 (stereo not given),-0.8,-1.3
CC(C#N)Sc1ccc(S(=O)(=O)N(C)C2CCCCC2)cn1 (stereo not given),.,-1.0
CCOc1ccc(N(CC(=O)Nc2ccccc2C(=O)NC(C)CC)S(C)(=O)=O)cc1 (stereo not given),-0.22,-0.6
COc1ccc(/C=C/c2nc(-c3ccccc3O)n[nH]2)cc1,-0.8,0.0
CCOc1ccc(C2CC(c3ccccc3C)n3nc(N)nc3N2)cc1 (stereo not given),1.1,-1.2
CN1CCN(c2nc3c(c(=O)[nH]c(=O)n3C)n2CCSc2nnnn2-c2ccccc2)CC1,-1.4,-2.2
COc1cccc(/C=N/n2nnnc2N)c1OCc1ccccc1Cl,0.12,0.5
Cc1cccc(NC(=O)COC(=O)c2nn(C)c(=O)c3ccccc23)c1C,.,-3.4
Cc1ccc(OCC(=O)Nc2cc(C(C)(C)C)on2)cc1C,-0.54,-0.3
c1ccc(-c2csc3nnc(SCc4ccc5c(c4)OCO5)n23)cc1,-4.3*,2.5
CC(=O)Nc1ccc(SC[C@H](C)CN2CC[C@H](O)CCC2=O)cc1,.,0.2
C/C(=N/NC(=O)c1ccc(C(C)(C)C)cc1)c1cccnc1,-0.83,-1.4

# Single values from the list.
# Under STK33 kinase inh, `CCN(CC(=O)Nc1ccccc1C(F)(F)F)C(=O)c1ccc2[nH]c3c(c2c1)CC(C)CC3` (stereo not given) is listed with 0.0
# Under Kir21 block, `O=C(Nc1ccc2c(c1)OCO2)C(c1ccc(Cl)cc1)N1CCC2(CC1)OCCO2` (stereo not given) is listed with -0.02
# Under STK33 kinase inh, `COc1ccc(C)cc1NC(=O)CCNC(=O)c1ccco1` is listed with 0.2
# Under STK33 kinase inh, `Cc1cccn2c(=O)nc(SCC(=O)N3CCN(c4ccccc4)CC3)nc12` is listed with 0.1
